Source: PubChem
Growth percent in the NCI-60 one-dose screen (48 h, 10 µM unless noted): 100 = growth as untreated, 0 = no growth, -100 = all killed.
NCI-H322M – NCI-H322M lung cancer; 2.7% of 80,000 active; AID 1794733
NCI-H23 – NCI-H23 lung cancer; AID 1794731; 4% of 80,000 active
NCI-H226 – NCI-H226 lung cancer | 3.5% of 79,000 active
COLO 205 – COLO 205 colon cancer. AID 1794742. 7.3% of 79,000 active
A498 – A498 renal cancer cells; 5.4% of 76,000 active
NCI-H522 – NCI-H522 lung cancer; 8% of 78,000 active
NCI-H460 – NCI-H460 lung cancer; 6.8% of 82,000 active; AID 1794736
RXF 393 – RXF 393 renal cancer cells | 6.9% of 77,000 active | AID 1794773
HT29 – HT29 colon cancer. 7.4% of 81,000 active
The depositor's hits bear a star; · = no result given; & = joins results of further samples. How the source made its calls: active means growth percent below 10; inactive means the rest.

Sample of the layout (9 entries):
Letter code: A = NCI-H322M; B = NCI-H23; C = NCI-H226; D = COLO 205; E = A498; F = NCI-H522; G = NCI-H460; H = RXF 393; I = HT29
> CN(C)c1ccc(N2C(=O)C=CC2=O)cc1
  A: 97 | B: 102 | C: 111 | D: 108 | E: 113 | F: 87 | G: 111 | H: 113 | I: 98
> CC(C)CCN(C(=O)CCl)c1ccccc1
  A: 110 | B: 99 | C: 97 | D: 114 | E: 96 | F: 100 | G: 102 | H: 118 | I: 105
> COc1ccc(NS(=O)c2ccc(-c3ccccc3)cc2)cc1 (stereo unspecified)
  A: 103 | B: 102 | C: 90 | D: 109 | E: 79 | F: 72 | G: 85 | H: 108 | I: 90
> Clc1ccc(SCCSCCSc2ccc(Cl)cc2)cc1
  A: 115 | B: 101 | C: 103 | D: 100 | E: 99 | F: 100 | G: 106 | H: 110 | I: 105
> FC(F)(F)c1nc2nccc(-c3ccc4c(c3)OCO4)n2n1
  A: 88 | B: 100 | C: 94 | D: 114 | E: 80 | F: 93 | G: 105 | H: 110 | I: 105
> C#CCCCN(Cc1ccc(S(C)(=O)=O)cc1)Cc1ccccc1OC
  A: 87 | B: 95 | C: 100 | D: 101 | E: 108 | F: · | G: 101 | H: 109 | I: 86
> OC[C@H](O)CN1[C@@H](CCc2ccc(O)cc2)CCC[C@H]1CCc1ccc(OCCF)cc1
  A: 104 | B: 95 | C: 107 | D: 108 | E: 97 | F: 26 | G: 106 | H: 111 | I: 94
> Cc1cc([N+](=O)[O-])ccc1NC(=O)N(C)CCOC(=O)Nc1ccccc1
  A: 84 | B: 62 | C: 64 | D: 102 | E: 53 | F: 52 | G: 81 | H: 86 | I: 82
> COc1cc(NC(=O)CCSc2nc3ccccc3c(=O)n2Cc2ccccc2)cc(OC)c1OC
  A: 76 | B: 90 | C: · | D: 118 | E: 65 | F: 4.1* | G: 95 | H: 92 | I: 97

All compounds of this part (from the top)
Letter code: A = NCI-H322M; B = NCI-H23; C = NCI-H226; D = COLO 205; E = A498; F = NCI-H522; G = NCI-H460; H = RXF 393; I = HT29
> CN(C)c1ccc(N2C(=O)C=CC2=O)cc1
  A: 97 | B: 102 | C: 111 | D: 108 | E: 113 | F: 87 | G: 111 | H: 113 | I: 98
> CC(C)CCN(C(=O)CCl)c1ccccc1
  A: 110 | B: 99 | C: 97 | D: 114 | E: 96 | F: 100 | G: 102 | H: 118 | I: 105
> COc1ccc(NS(=O)c2ccc(-c3ccccc3)cc2)cc1 (stereo unspecified)
  A: 103 | B: 102 | C: 90 | D: 109 | E: 79 | F: 72 | G: 85 | H: 108 | I: 90
> Clc1ccc(SCCSCCSc2ccc(Cl)cc2)cc1
  A: 115 | B: 101 | C: 103 | D: 100 | E: 99 | F: 100 | G: 106 | H: 110 | I: 105
> FC(F)(F)c1nc2nccc(-c3ccc4c(c3)OCO4)n2n1
  A: 88 | B: 100 | C: 94 | D: 114 | E: 80 | F: 93 | G: 105 | H: 110 | I: 105
> C#CCCCN(Cc1ccc(S(C)(=O)=O)cc1)Cc1ccccc1OC
  A: 87 | B: 95 | C: 100 | D: 101 | E: 108 | F: · | G: 101 | H: 109 | I: 86
> OC[C@H](O)CN1[C@@H](CCc2ccc(O)cc2)CCC[C@H]1CCc1ccc(OCCF)cc1
  A: 104 | B: 95 | C: 107 | D: 108 | E: 97 | F: 26 | G: 106 | H: 111 | I: 94
> Cc1cc([N+](=O)[O-])ccc1NC(=O)N(C)CCOC(=O)Nc1ccccc1
  A: 84 | B: 62 | C: 64 | D: 102 | E: 53 | F: 52 | G: 81 | H: 86 | I: 82
> COc1cc(NC(=O)CCSc2nc3ccccc3c(=O)n2Cc2ccccc2)cc(OC)c1OC
  A: 76 | B: 90 | C: · | D: 118 | E: 65 | F: 4.1* | G: 95 | H: 92 | I: 97
> N#Cc1c(-c2ccccc2)cc(-c2ccccc2)n(CCCCCCC(=O)O)c1=O
  A: 96 | B: 97 | C: 93 | D: 111 | E: · | F: · | G: 102 | H: 93 | I: 97
> CCSC(SCC)C(OC(=O)c1ccccc1)C(OC(=O)c1ccccc1)C(COC(c1ccccc1)(c1ccccc1)c1ccccc1)OC(=O)c1ccccc1 (stereo unspecified)
  A: 111 | B: 102 | C: 101 | D: 103 | E: 95 | F: 93 | G: 105 | H: · | I: 94
> Cc1cnc2cccc(C)n2c1=O
  A: 110 | B: 97 | C: 91 | D: 107 | E: 87 | F: 89 | G: 107 | H: 110 | I: 105
> CCOC(=O)CCCS(C)(=O)=O
  A: 120 | B: 99 | C: 109 | D: 110 | E: 97 | F: 109 | G: 110 | H: 113 | I: 105
> OC(c1ccc(Cl)cc1)c1ccc(Cl)cc1
  A: 100&93 | B: 103&105 | C: 95&107 | D: 111&105 | E: 97&93 | F: 97 | G: 100&104 | H: 108&97 | I: 113&90
> CCCCC/C=C/C/C=C/CCCCCCCC1=NC(C)(C)CN1C(C)C
  A: 108 | B: 21 | C: 87 | D: -87* | E: · | F: · | G: -32* | H: 25 | I: -21*
> C/C(=N/Nc1ccc([N+](=O)[O-])cn1)C(=O)O
  A: 101 | B: 96 | C: 105 | D: 107 | E: · | F: 67 | G: · | H: 98 | I: 101
> Nc1nc(N)c2c(n1)NC(c1ccc(Cl)cc1)CC(c1cccc(Nc3ccncc3)c1)=N2 (stereo unspecified)
  A: 64 | B: 55 | C: 95 | D: 50 | E: 81 | F: 89 | G: 23 | H: 49 | I: 21
> COc1ccc(Nc2ncccc2NC(=O)c2cn(Cc3cc(OC)c(OC)c(OC)c3)nn2)cc1
  A: 101 | B: 105 | C: 108 | D: 110 | E: 79 | F: 98 | G: 111 | H: 102 | I: 108
> CC1=CC2(C)/C=C(C)/C=C\CC(O)/C=C3/C=CC(=C4C(=O)OC2(CC1C)C4=O)OC3 (stereo unspecified)
  A: 99 | B: -98* | C: 59 | D: -81* | E: 55 | F: -50* | G: 29 | H: · | I: -6.5*
> COc1cc2c(cc1OC)C1(NCC2)C(=O)Nc2c(Br)cc(Br)cc21 (stereo unspecified)
  A: 98 | B: 89 | C: 109 | D: 112 | E: 64 | F: 84 | G: 96 | H: 101 | I: 96
> O=C1CC[C@@]2(C[C@H](CI)OC2=O)O1
  A: 98 | B: 104 | C: 100 | D: 118 | E: 96 | F: 97 | G: 104 | H: 103 | I: 108
> COc1ccc2[nH]c(=O)cc(-n3ncc(C(=O)/C=C/c4cc(OC)c(OC)c(OC)c4)c3C)c2c1
  A: 5.9* | B: -45* | C: -22* | D: -92* | E: 0.5* | F: -81* | G: -30* | H: -75* | I: -27*
> NS(=O)(=O)Oc1ccc(NC(=O)C23CC4CC(CC(C4)C2)C3)cc1
  A: · | B: 90 | C: 92 | D: 94 | E: 109 | F: 75 | G: 102 | H: 95 | I: 86
> O=S(=O)(NCCNc1cc(-c2c(-c3cccc(O)c3)nc3sccn23)ccn1)c1cccc(F)c1
  A: 86 | B: 80 | C: 69 | D: 67 | E: 57 | F: 63 | G: 55 | H: 70 | I: 58
> CCCCC(Nc1ncnc2nc[nH]c12)C(=O)O (stereo unspecified)
  A: · | B: 92 | C: 108 | D: 109 | E: 112 | F: 91 | G: 104 | H: 128 | I: 94
> CCOC(=S)Sc1ccc([N+](=O)[O-])cc1[N+](=O)[O-]
  A: 93 | B: 97 | C: 89 | D: -13* | E: 88 | F: -1.3* | G: 106 | H: 108 | I: 0.2*
> O=C(CBr)c1ccc(F)c2ccccc12
  A: 102 | B: 94 | C: 91 | D: 110 | E: 107 | F: 100 | G: 107 | H: 91 | I: 114
> O=C1C(Br)=C(c2ccccc2)C(=O)C(Br)=C1c1ccccc1
  A: · | B: · | C: 95 | D: 91 | E: 67 | F: -61* | G: 100 | H: 102 | I: 110
> CC1(C)CC(=O)C2=C(C1)N(c1ccc(OC(F)(F)F)cc1)C(N)=C(C#N)C2c1ccc(Br)o1 (stereo unspecified)
  A: 102 | B: 99 | C: 92 | D: 93 | E: · | F: 83 | G: 94 | H: 76 | I: 82
> Cc1c(C(=O)OC(CO)CO)cc(-c2ccc(Cl)cc2)n1-c1ccccc1
  A: 105 | B: 102 | C: 100 | D: 112 | E: 104 | F: 92 | G: 65 | H: 109 | I: 101
> CCc1cc(C(C)(C)C)cc(C(C)(C)C)c1O
  A: 104 | B: 94 | C: 94 | D: 100 | E: 90 | F: 107 | G: 101 | H: 93 | I: 109
> COc1ccc(/C=C2\COc3ccc(-c4ccccc4)cc3C2=O)c(OC)c1
  A: 90 | B: 78 | C: 87 | D: 124 | E: 128 | F: 40 | G: 83 | H: 83 | I: 77
> COc1ccc2c(c1)c(-c1nc(-c3c[nH]c4ncccc34)cs1)cn2C(=O)OC(C)(C)C
  A: 86 | B: 84 | C: 97 | D: 82 | E: 113 | F: 80 | G: 82 | H: 80 | I: 69
> CC(C)c1ccc(NC(=O)NC2CCCCC2)cc1
  A: 75 | B: 104 | C: 98 | D: 112 | E: 74 | F: 93 | G: 113 | H: 110 | I: 107
> C#C[C@]1(O)CC[C@H]2[C@@H]3CC=C4c5sc(Nc6cccc(C(=O)O)c6)nc5CC[C@]4(C)[C@H]3CC[C@@]21C
  A: 102 | B: · | C: 111 | D: 112 | E: 85 | F: 94 | G: 100 | H: 88 | I: 110
> CCOC(=O)Cn1c(=O)c2sc3ncccc3c2n2nnc(-c3ccccc3)c12
  A: · | B: 100 | C: 103 | D: 104 | E: 152 | F: 92 | G: 125 | H: 112 | I: 107
> Cc1ccc(S(=O)(=O)N2CC=C3C(=C(c4ccccc4)c4ccccc43)C2)cc1
  A: 100 | B: 84 | C: 84 | D: 110 | E: 75 | F: 73 | G: 90 | H: 89 | I: 90
> Cc1nc(-c2cc3ccccc3oc2=O)ccc1C(=O)/C=C/c1ccccc1
  A: 101 | B: · | C: 106 | D: 120 | E: 94 | F: 95 | G: 107 | H: 102 | I: 110
> CCCCC1COc2cccc3c(SCC(=O)N(C)c4ccccc4)cc[n+]1c23 (stereo unspecified)
  A: 111 | B: 99 | C: 102 | D: 114 | E: 102 | F: 105 | G: 116 | H: · | I: 112
> COc1ccc2oc(N)nc2c1
  A: · | B: · | C: 112 | D: 107 | E: 93 | F: · | G: 108 | H: 124 | I: 101
> Cc1ccc(-c2nc3nc(-c4ccccc4)nc(N4CCN(S(=O)(=O)c5ccc(C)cc5)CC4)c3o2)cc1
  A: 101 | B: 100 | C: 103 | D: 117 | E: 95 | F: 95 | G: 105 | H: 111 | I: 97
> COc1ccc(C(=O)c2oc3ccc(Cl)cc3c2N)cc1
  A: 88 | B: 96 | C: 98 | D: 116 | E: 115 | F: 90 | G: 97 | H: 110 | I: 97
> COc1cc2cc(NC(=O)CN3CCCN(c4ccccc4)C3=O)nc(C)c2cc1OC
  A: 98 | B: 88 | C: 91 | D: 91 | E: 80 | F: 72 | G: 101 | H: 109 | I: 85
> CC1(c2cc3cc(Cl)ccc3oc2=O)NC(=O)c2c(/C=C/C(=O)OC3CC4CCC3(C)C4(C)C)cccc2N1 (stereo unspecified)
  A: 70 | B: 63 | C: 67 | D: 49 | E: 118 | F: 37 | G: 67 | H: 52 | I: 61
> CCN1CCCC(OC(=O)C(c2ccccc2)c2ccccc2)C1 (stereo unspecified)
  A: 95&100 | B: 104&106 | C: 100&110 | D: 98&105 | E: 107&95 | F: 99&103 | G: 104&114 | H: 111 | I: 92&105
> COc1cc2c3c(c(=O)oc2cc1OS(=O)(=O)c1ccc(C)cc1)CCCCC3
  A: 100 | B: 91 | C: 101 | D: 84 | E: 58 | F: 75 | G: 88 | H: · | I: 49
> O=C(OCc1nc2nc(Cl)nc(N3CCOCC3)c2[nH]1)N1CCNCC1
  A: 95 | B: 93 | C: 98 | D: 104 | E: 114 | F: 89 | G: 111 | H: · | I: 108
> CNc1ncnc(NC)c1[N+](=O)[O-]
  A: 130 | B: 106 | C: 109 | D: 117 | E: 86 | F: 118 | G: 108 | H: 131 | I: 117
> O=C(Cn1cc(CN2C(=O)c3ccccc3S2(=O)=O)nn1)Nc1ccc(F)cc1F
  A: 96 | B: 98 | C: 101 | D: 101 | E: 86 | F: 89 | G: 107 | H: 100 | I: 106
> C=C(C)CNC(=O)C(C)O (stereo unspecified)
  A: 114 | B: 105 | C: 100 | D: 117 | E: 92 | F: 89 | G: 105 | H: 110 | I: 108

Next structures:
Letter code: A = NCI-H322M; B = NCI-H23; C = NCI-H226; D = COLO 205; E = A498; F = NCI-H522; G = NCI-H460; H = RXF 393; I = HT29
> S=c1[nH]nc(-c2cccc(Cl)c2Cl)n1-c1ccc(Cl)cc1
  A: 104 | B: 103 | C: 99 | D: 134 | E: 116 | F: 92 | G: 101 | H: 110 | I: 107
> c1ccc(CN=C(NCc2ccccc2)NCc2ccccc2)cc1
  A: 76 | B: 42 | C: 51 | D: 41 | E: 85 | F: · | G: 73 | H: 92 | I: 63
> COc1cc2c(=O)ccn(-c3ccc(N)cc3)c2cc1OC
  A: 104 | B: 106 | C: 101 | D: 102 | E: 104 | F: 91 | G: 102 | H: 106 | I: 101
> Cc1cc(N)n(S(=O)(=O)c2oc(-c3ccccc3)nc2C#N)n1
  A: 98 | B: 90 | C: 90 | D: -34* | E: 128 | F: 24 | G: 106 | H: 92 | I: 90
> CS(=O)(=O)OC1CCCC(OS(C)(=O)=O)C1 (stereo unspecified)
  A: 99 | B: 101 | C: 100 | D: 105 | E: 95 | F: 89 | G: 107 | H: 107 | I: 101
> Cc1cnc(NC(=O)C(Cc2ccccc2)NC(=O)c2ccccc2)s1 (stereo unspecified)
  A: 105 | B: 86 | C: 70 | D: 92 | E: 93 | F: 64 | G: 74 | H: 50 | I: 55
